# Efa HMGR inh = inhibitors of E. faecalis class II HMGR, primary screen, biochemical, Enterococcus faecalis | AID 1066, 2008 | actives 0.41% (n = 190,000) | HMG-CoA reductase (Enterococcus faecalis, mvaE) | purified E. faecalis HMGR, NADPH absorbance 340 nm kinetic | inhibition, % at 10 µM;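 active = inhibition above a set limit, the median over all tested compounds plus 3 SD, cut at about 9.5% in these data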;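 also: enzyme runs in reverse so mevalonate oxidation gives rising NADPH absorbance; 0% = complete reaction with DMSO and 100% = background rate lacking mevalonate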
# APP 5'UTR act = activators of APP 5'UTR luciferase reporter, primary screen, SH-SY5Y cells; AID 1276, 2008; activation, % at 2 µM; actives 1% (n = 190,000); SH-SY5Y APP 5'UTR luciferase reporter, luminescence; zero percent = DMSO vehicle wells;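 active = activation above a set limit, based on mean plus 3 SD of controls, cut at about 140% in these data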; also: values of inactives mirror those of a sister screen read the other way
# STAT1 act = STAT1 signaling activators, primary screen, cell-based, HTS, luciferase reporter | NIH 3T3 STAT1-luciferase reporter, IFN-gamma, luminescence; 100% = IFN-gamma alone, no compound | activation (% of control), % at 5.5 µM | actives 2.6% (n = 200,000) | AID 932, 2007;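 active = activation above the screen-wide mean activation plus 3 SD, cut at about 130% in these data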;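 also: raw ratio to IFN-gamma control signal so 100% means no change and 0% no light; values of inactives mirror those of a sister screen read the other way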
# STAT3 blocker = IL-6 driven STAT3 reporter inhibitors, primary screen, U3A cells, luciferase, luminescence, MLSCN library. actives 0.89% (n = 190,000). inhibition, % at 5.5 µM. IL-6 STAT3-luciferase reporter; host cell line lacks STAT1;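 active = inhibition above the mean inhibition across all screened compounds plus 3 SD, cut at about 44% in these data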;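 also: 0% = DMSO only wells and 100% = 100 µM nifuroxazide control wells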
# TLR4 MyD88 comp = inhibitors of TLR4-MyD88 association in cells, primary screen, cell-based, HeLa CL3-4, BLA complementation, FRET ratio. HeLa CL3-4 TLR4/MyD88 BLA complementation. inhibition, % at 8.4 µM. actives 0.18% (n = 200,000). AID 861, 2007; in the data active = inhibition above about 25%;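 also: 0% = vehicle and 100% = reference inhibitor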
# Target sequence (O00206 whole entry, looked up): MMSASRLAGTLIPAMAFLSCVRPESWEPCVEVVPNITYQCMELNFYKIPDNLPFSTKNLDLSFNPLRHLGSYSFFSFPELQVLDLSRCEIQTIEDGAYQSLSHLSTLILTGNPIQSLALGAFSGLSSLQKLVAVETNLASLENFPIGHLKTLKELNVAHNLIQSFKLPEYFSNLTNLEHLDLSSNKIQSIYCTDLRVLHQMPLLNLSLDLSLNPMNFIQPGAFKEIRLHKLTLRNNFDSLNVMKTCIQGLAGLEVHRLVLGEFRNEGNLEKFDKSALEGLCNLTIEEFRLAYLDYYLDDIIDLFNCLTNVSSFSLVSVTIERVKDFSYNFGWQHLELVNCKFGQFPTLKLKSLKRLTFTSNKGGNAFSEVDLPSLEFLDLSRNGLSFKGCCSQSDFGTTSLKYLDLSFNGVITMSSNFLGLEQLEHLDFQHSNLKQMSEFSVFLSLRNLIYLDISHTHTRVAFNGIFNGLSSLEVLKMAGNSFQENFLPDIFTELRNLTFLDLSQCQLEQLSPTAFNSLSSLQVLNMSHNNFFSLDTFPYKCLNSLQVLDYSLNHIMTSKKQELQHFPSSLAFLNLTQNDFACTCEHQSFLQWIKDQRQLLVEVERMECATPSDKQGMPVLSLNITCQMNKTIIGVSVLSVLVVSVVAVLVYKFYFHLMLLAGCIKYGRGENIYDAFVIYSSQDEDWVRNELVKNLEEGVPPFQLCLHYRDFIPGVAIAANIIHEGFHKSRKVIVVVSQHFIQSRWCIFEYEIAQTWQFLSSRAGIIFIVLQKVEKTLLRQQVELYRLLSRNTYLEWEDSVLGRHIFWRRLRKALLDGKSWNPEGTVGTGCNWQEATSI
# Target sequence (Q99836 whole entry, looked up): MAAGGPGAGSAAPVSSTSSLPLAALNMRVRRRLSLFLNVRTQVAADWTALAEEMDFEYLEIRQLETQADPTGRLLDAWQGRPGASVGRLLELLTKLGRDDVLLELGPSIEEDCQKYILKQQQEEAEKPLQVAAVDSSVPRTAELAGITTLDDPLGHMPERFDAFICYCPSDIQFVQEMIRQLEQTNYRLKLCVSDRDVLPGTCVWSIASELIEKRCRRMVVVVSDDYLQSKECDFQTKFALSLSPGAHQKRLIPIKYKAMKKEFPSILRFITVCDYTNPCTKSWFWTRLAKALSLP
# Hsp70 activator = Hsp70 transcriptional activators, primary screen, cell-based, HeLa, Hsp70 promoter luciferase, luminescence, 10 µM; actives 0.04% (n = 200,000); activation, % at 10 µM; HeLa Hsp70 promoter luciferase reporter; scaled: vehicle 0, proteasome-inhibitor control 100%;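 active = activation above the mean across all tested compounds plus 3 SD, cutoff set per campaign, cut at about 5.5% in these data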;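 also: 100% = MG132 at 30 µM as the positive control and 0% = DMSO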
# STAT1 inh = STAT1 signaling inhibitors, primary screen, cell-based, HTS, luciferase reporter; inhibition, % at 5.5 µM; NIH 3T3 STAT1-luciferase reporter, IFN-gamma, luminescence; actives 0.35% (n = 200,000);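 active = inhibition above a set limit, the mean inhibition across all tested compounds plus 3 SD, cut at about 34% in these data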;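 also: 0% = IFN-gamma with DMSO and 100% = IFN-gamma with 300 µM nifuroxazide; values of inactives mirror those of a sister screen read the other way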
# STAT3 act = IL-6 driven STAT3 reporter potentiators, primary screen, U3A cells, luciferase, luminescence, MLSCN library | IL-6 STAT3-luciferase reporter; 100% = signal with IL-6 EC80 alone | activation (% of control), % at 5.6 µM | actives 0.91% (n = 190,000) | AID 871, 2007;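 active = activation above the screen-wide mean of compound activation plus 3 SD, cut at about 130% in these data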;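 also: 0% = background luminescence of wells with medium and substrate only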
#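 Assay system – human STAT1-deficient U3A cells with stable STAT3-luciferase reporter · Also added – IL-6 (33 ng/mL) · Schedule – compound 1 h, then IL-6 6 h at 37 °C · Technique – reporter luminescence signal · Evaluation – % activation versus median of IL-6-stimulated wells · Benchmarks – IL-6-only wells as 100% reference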
# NF-kB expr up = activators of NF-kB expression in neurons, primary screen, cell-based, HTS. human neuronal cells, NF-kB reporter expression; stronger effect = higher value. fold change at 12.5 µM. actives 1.6% (n = 190,000); in the data active = fold change above about 3.3
# Redox H2O2 prof = compounds producing H2O2 with reducing agent – biochemical, NIH compound library profiling, artefact control for MLSCN library redox annotation, primary screen; DTT-dependent redox cycling H2O2, phenol red/HRP absorbance; 100% = 100 µM peroxide control, 0% = buffer; activation, % at 10 µM; actives 0.03% (n = 200,000); AID 878, 2007;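 active = activation of at least 50% relative to the plate's high and low controls in the primary single-dose screen; inactive = activation below 50%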;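 also: compound incubated with DTT at 0.8 mM final as the reducing agent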
# Starred values were filed as active, the others as inactive; . = not tested or not shown. Rows were taken by chance. Share with any hit: about 5.6%.
SMILES,Efa HMGR inh,APP 5'UTR act,STAT1 act,STAT3 blocker,TLR4 MyD88 comp,Hsp70 activator,STAT1 inh,STAT3 act,NF-kB expr up,Redox H2O2 prof
COc1ccc(CC(=O)NCc2ccc3c(c2)cc(C)n3C)cc1OC,7.0,27.3,97.2,5.0,2.2,-0.4,2.9,100.7,0.93,-0.5
CCNc1ccc(Br)cc(C(=O)/C=C/c2ccccc2Cl)c1=O,.,9.8,82.9,-4.6,7.4,0.8,18.5,106.0,.,3.9
Cc1nn(-c2ccccn2)c2c1C(c1ccncc1)C1=C(CC(C)(C)CC1=O)N2 (configuration not stated),-3.3,12.4,99.7,5.9,-8.5,-0.3,0.3,100.0,0.92,0.7
O=C(OCc1nc2ccc(Cl)cc2n1CCO)c1ccccc1,-6.7,7.7,98.4,-9.5,2.6,-0.2,1.9,106.4,1.09,-0.5
COc1ccc([N+](=O)[O-])cc1NC(=O)c1ccc(-n2nc(C)cc2C)cc1,-6.6,18.0,99.6,30.2,-6.2,-0.3,-1.1,77.0,1.23,-0.1
C=CCn1c(-c2cc(Cl)ccc2OC)n[nH]c1=S,-7.3,.,100.6,-1.2,-7.7,-0.5,-1.6,101.0,1,1.3
O=C1CN(C(=O)COC(=O)CNS(=O)(=O)/C=C/c2ccccc2)c2ccccc2N1,0.4,8.2,100.2,9.8,-2.6,-0.1,-0.7,93.6,1.23,-1.1
O=C(CSc1nnc(-c2ccc(S(=O)(=O)N3CCCC3)cc2)n1CC1CCCO1)NC1CC1 (configuration not stated),-4.9,7.8,99.8,1.2,5.4,0.1,0.3,103.4,1.02,0.9
CC(C)(C)C(=O)n1nc(-c2ccccc2)oc1=O,-1.1,19.5,103.2,-3.3,-17.9,0.5,-3.6,102.9,0.98,0.0
COc1ccc(OC)c(C2=NOC(C(=O)Nc3cccnc3)C2)c1 (configuration not stated),2.5,5.4,97.8,14.2,-16.2,-0.2,2.4,92.1,1.51,3.6
COC(=O)c1cn(-c2cccc(C)n2)cn1,0.1,11.2,111.8,9.4,-6.2,0.0,-12.5,99.8,0.98,-0.8
Cc1ncc(C23CC4CC(CC(C4)C2)C3)[nH]1,-2.7,1.5,96.5,-1.6,-6.4,-0.1,3.8,106.2,0.9,-0.5
COC(=O)c1ccc(NC(=O)CSc2nc3cccnc3n2C)cc1,-3.6,-2.6,89.4,40.0,3.1,-0.4,11.4,67.9,1,-0.1
CCN1C(=O)CC(N2CCN(c3ccc(OC)cc3)CC2)C1=O (configuration not stated),-2.0,-3.5,100.3,0.4,2.0,-0.5,-0.3,103.4,1.04,-0.3
Cc1ccc(-c2nn[nH]n2)o1,-3.8,5.8,98.8,3.3,-16.0,-0.2,1.4,105.8,1.58,2.9
Cc1cc(C)cc(NC(=O)C2CCCN(c3nc(C)cc(C)n3)C2)c1 (configuration not stated),0.2,-13.8,104.9,-1.5,3.2,0.1,-3.9,107.0,1.33,-2.3
O=C(NNC(=O)c1ccccc1Br)c1ccc(Cl)c(Cl)c1,-8.0,-5.0,98.1,10.5,2.5,-0.3,2.2,92.9,1.44,-6.5
COc1cc(NC2=CC(=O)CC(C)(C)C2)cc(OC)c1,2.4,-10.7,90.3,13.6,-3.8,-0.1,9.3,93.7,0.89,0.0
COc1cc(NC(=S)NCCCO)c(OC)cc1Cl,-1.4,3.3,103.0,3.0,12.8,-0.1,-5.0,101.2,0.98,11.5
CCOC(=O)c1sc2nc(-c3cccnc3)ccc2c1N,-4.9,155.9*,176.3*,10.7,7.1,-0.1,-85.3,92.8,8.16*,-0.2
O=c1c2ccccc2nc(/C=C/c2c[nH]c3ccccc23)n1-c1ccc([N+](=O)[O-])cc1,-9.6,-0.4,102.9,-5.5,5.3,-0.1,-3.2,106.9,1.37,0.7
O=C(CCn1c2c(c3ccccc31)CCCC2)NNC(=O)c1ccccc1[N+](=O)[O-],2.7,0.1,101.2,-4.3,5.8,-0.4,-1.3,106.5,1.16,0.1
O=S(=O)(Nc1ccc(N2CCOCC2)cc1)c1ccccc1,-7.4,19.7,101.1,4.2,-3.8,-0.1,-1.2,102.4,1.02,-0.3
COC(=O)c1ccccc1NC(=O)CSc1nnc(C(C)NC(=O)c2ccc(Cl)cc2Cl)n1C (configuration not stated),-6.5,-2.6,90.9,-1.2,-9.5,-0.2,6.5,101.0,1.17,0.3
NC(=O)CSc1ncc(-c2ccccc2)[nH]1,-6.3,-3.7,104.7,-0.9,2.9,-0.2,-5.1,104.1,1.76,2.1
O=C(Nc1ccccc1)N1CCC(=S)Nc2ccccc21,0.4,5.1,75.8,20.7,4.2,-0.2,27.3,85.5,1.16,-0.5
Nc1ccc(C(=O)O)cc1[N+](=O)[O-],-5.8,10.2,97.3,15.7,-1.3,-0.4,1.5,92.1,1.25,-2.3
CC(Cc1ccccc1)C(=O)NCc1nc2ccccc2s1 (configuration not stated),3.3,5.6,104.2,-29.6,-13.1,0.1,-4.6,122.3,0.62,0.3
Cc1ccc(-c2noc(CN(C(=O)C(c3ccccc3)c3ccccc3)C(C)C)n2)cc1,-3.2,-4.9,92.9,-1.8,12.0,-0.3,7.9,104.3,0.67,2.6
CCOC(=O)C(C)On1c(-c2cccc(Cl)c2)nc2ccc([N+](=O)[O-])cc21 (configuration not stated),-2.1,15.9,98.5,13.6,-9.6,0.1,1.6,93.1,1.48,0.5
COc1cc(/C=C/C(=O)Nc2ccc(N3CCCCC3)c(S(=O)(=O)Nc3ccccc3Cl)c2)cc(OC)c1OC,0.7,-9.5,111.4,-2.9,-8.4,0.0,-12.8,100.2,0.89,0.3
O=C(Nc1ccc(N2CCN(C(=O)c3ccco3)CC2)cc1)c1cccs1,-4.1,8.2,100.0,11.5,-4.4,0.8,0.0,93.5,0.85,-0.5
CN=C(Nc1cc(C)nn1CCC#N)c1ccc(F)cc1,1.7,-1.0,81.6,-3.2,4.7,0.0,20.1,107.7,0.92,0.3
Cc1ccc(C(=O)CSc2nnc(COc3cc(C)cc(C)c3)o2)cc1,0.2,1.0,100.1,7.6,-6.0,-0.1,-0.1,97.0,1.26,-0.8
CCn1c2ccc(C)cc2c2nc3cc(C(=O)O)ccc3nc21,0.4,5.2,106.1,27.8,7.4,0.2,-6.8,78.0,1.76,0.6
Cc1ccc2cccc(NC(=O)C(F)(F)F)c2n1,.,7.0,97.9,-4.0,-4.6,-0.3,2.3,103.2,.,3.7
O=C(COC(=O)c1ccc(O)cc1)NCCCc1ccccc1,3.0,-5.5,104.9,-6.0,-5.8,0.2,-4.5,105.4,1.78,-1.4
COc1ccc(C(=O)Nc2ccccc2C(=O)NCCN2CCOCC2)cc1,-2.1,15.3,91.9,8.2,-1.5,-0.4,5.8,96.3,1.04,0.2
O=C(COc1ccc2c(c1)CCC2)NCc1cccc(Cl)c1,-2.3,7.7,106.0,-4.6,-2.8,-0.3,-6.5,99.6,0.9,0.5
COc1ccc(CNC(=O)CCS(=O)(=O)Cc2ccc(C)cc2)c(OC)c1,-4.1,-1.9,92.8,8.9,1.7,-0.1,7.1,102.7,1.16,-0.6
O=C(NC(Cc1ccc2c(c1)OCO2)C(=O)NC(Cc1ccccc1)C(=O)O)c1ccccc1 (configuration not stated),-3.2,-16.9,96.7,17.4,5.6,0.1,3.6,88.1,1.17,0.5
COc1ccc2nc(NC(=O)C3CCCO3)sc2c1 (configuration not stated),-2.8,137.8*,150.3*,30.9,-3.0,0.4,-56.3,80.9,3.5*,1.0
Fc1cnc(N2CCOCC2)nc1NCc1ccccc1,1.1,-5.2,98.3,-2.3,-0.7,-0.1,-0.4,103.1,1,1.9
COC(=O)c1sc(N)c(C(=O)OC)c1COC(=O)CNS(=O)(=O)c1ccc(C)c(C)c1,0.2,8.9,91.5,-8.8,4.0,-0.2,9.5,105.1,1.08,0.5
CCc1cccc(C)c1NC(=O)C(c1ccccc1)N1CCC1=O (configuration not stated),1.2,-3.7,102.0,-1.3,-3.5,-0.2,-2.2,105.1,0.94,-3.6
O=C(c1cc2ncc(Br)cn2n1)N1CCCCC1,-1.3,-7.7,97.8,5.0,-0.1,0.1,1.3,97.2,1.07,-0.5
Cc1cccc(C(=O)N/N=C/c2ccc(OC3CSC3)cc2)c1,-0.4,6.5,112.1,2.2,8.0,0.1,-13.6,102.2,0.99,-7.7
COc1ccc(/C=N/Nc2nc(C)c([N+](=O)[O-])c(N(C)c3ccccc3)n2)cc1OC,-2.0,-3.6,95.1,11.3,-1.8,0.9,5.4,91.0,1,-3.5
Cc1cccc(C)c1NC(=O)CSC(=S)N1CCCC1,5.3,-18.7,103.7,-1.1,0.3,-0.5,-6.7,102.2,0.82,-2.9
Cc1ncc([N+](=O)[O-])n1CC(=O)N/N=C/c1ccc(F)cc1,-1.1,2.4,99.5,7.7,-6.3,0.4,-1.2,102.6,1.09,-1.3

# At a glance, three of the compounds above:
SMILES,Efa HMGR inh,APP 5'UTR act,STAT1 act,STAT3 blocker,TLR4 MyD88 comp,Hsp70 activator,STAT1 inh,STAT3 act,NF-kB expr up,Redox H2O2 prof
COc1ccc(/C=N/Nc2nc(C)c([N+](=O)[O-])c(N(C)c3ccccc3)n2)cc1OC,-2.0,-3.6,95.1,11.3,-1.8,0.9,5.4,91.0,1,-3.5
Cc1cccc(C)c1NC(=O)CSC(=S)N1CCCC1,5.3,-18.7,103.7,-1.1,0.3,-0.5,-6.7,102.2,0.82,-2.9
Cc1ncc([N+](=O)[O-])n1CC(=O)N/N=C/c1ccc(F)cc1,-1.1,2.4,99.5,7.7,-6.3,0.4,-1.2,102.6,1.09,-1.3

# Going on with the list.
SMILES,Efa HMGR inh,APP 5'UTR act,STAT1 act,STAT3 blocker,TLR4 MyD88 comp,Hsp70 activator,STAT1 inh,STAT3 act,NF-kB expr up,Redox H2O2 prof
NC(=O)C1CCN(c2cc(Cl)nc(N)n2)CC1,-5.3,28.4,97.9,1.0,-3.4,-0.1,1.1,102.1,0.95,-1.0
CCSC1=C(C#N)C(c2ccc3c(c2)OCO3)C2=C(CCCC2=O)N1 (configuration not stated),-4.5,4.8,94.0,11.7,-6.0,-0.2,6.5,93.0,0.52,0.2
CC1(C)C2CCC13CS(=O)(=O)N[C@@H]3C2 (some centres not stated),-6.8,7.2,97.7,13.2,-18.7,-0.2,2.6,97.0,0.96,2.2
CCOCCCNC(=O)C1CCCN1C(=O)Nc1ccccc1[N+](=O)[O-] (configuration not stated),0.6,-10.0,92.6,7.3,-4.1,0.0,6.2,95.7,1.29,0.0

# Compound activity: PubChem, several laboratories
